# STK33 kinase inh = inhibitors of human STK33 kinase; inhibition, % at 10 µM; 320,000 compounds, 0.073% hits; AID 2661; purified STK33, MBP phosphorylation, ADP-Glo luminescence;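 active = inhibition at or above 25%, using the most active replicate where run in duplicate; inactive = inhibition below 25%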
# Target sequence (Q9BYT3 whole entry, looked up): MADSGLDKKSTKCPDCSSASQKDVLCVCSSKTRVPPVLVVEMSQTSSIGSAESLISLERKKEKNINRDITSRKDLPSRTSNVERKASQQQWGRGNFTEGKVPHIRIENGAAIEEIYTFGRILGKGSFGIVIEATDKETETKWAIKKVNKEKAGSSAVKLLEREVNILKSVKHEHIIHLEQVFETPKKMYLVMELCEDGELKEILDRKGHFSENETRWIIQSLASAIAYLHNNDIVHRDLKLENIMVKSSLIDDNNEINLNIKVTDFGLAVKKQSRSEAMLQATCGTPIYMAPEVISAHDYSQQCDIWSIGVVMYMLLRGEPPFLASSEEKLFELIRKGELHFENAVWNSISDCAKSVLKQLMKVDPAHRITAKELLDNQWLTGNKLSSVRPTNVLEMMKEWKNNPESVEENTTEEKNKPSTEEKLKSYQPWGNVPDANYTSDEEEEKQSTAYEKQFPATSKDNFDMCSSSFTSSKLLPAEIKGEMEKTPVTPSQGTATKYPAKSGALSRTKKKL
# OX1R antag-1 = antagonists of human orexin 1 receptor; 330,000 compounds, 0.43% hits; inhibition, % at 5 µM; CHO/OX1R cells, Fluo-8 calcium fluorescence, orexin A; O43613; AID 434989;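 active = inhibition above its plate's threshold, mean inhibition of all tested compounds on the plate plus 3 SD, cut at about 37% in these data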;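 also: 0% = orexin A challenge wells and 100% = SB-334867-A antagonist wells; not every result past the cut was called active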
# Target sequence (O43613 whole entry, looked up): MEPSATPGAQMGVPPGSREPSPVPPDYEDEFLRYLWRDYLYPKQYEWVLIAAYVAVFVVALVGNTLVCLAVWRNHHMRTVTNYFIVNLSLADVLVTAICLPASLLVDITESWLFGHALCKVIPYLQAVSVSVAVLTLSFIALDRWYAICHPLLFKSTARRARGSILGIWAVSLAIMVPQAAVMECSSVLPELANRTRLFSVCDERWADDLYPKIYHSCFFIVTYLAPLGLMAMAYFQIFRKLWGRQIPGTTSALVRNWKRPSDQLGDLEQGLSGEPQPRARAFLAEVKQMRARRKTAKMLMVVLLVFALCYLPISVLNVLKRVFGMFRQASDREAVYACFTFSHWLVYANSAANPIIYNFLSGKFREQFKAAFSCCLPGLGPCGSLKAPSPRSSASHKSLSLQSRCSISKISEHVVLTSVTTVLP
# OX1R antag-2 = antagonists of human orexin 1 receptor (OX1R); O43613; OX1R-expressing cells, FRET antagonist read-out; inhibition, % at 6.6 µM; 330,000 compounds, 1.8% hits; AID 485270; in the data active = inhibition mostly above about 38%, no sharp cut-off; inactive = mostly below about 40%;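 also: 0% = agonist challenge alone and 100% = reference antagonist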
# * marks the source's active call; other numbers are inactive results; x = not tested or not shown.
# The line under a structure holds: STK33 kinase inh	OX1R antag-1	OX1R antag-2
> CCC1(C)N(O)C(C)(C)C(c2ccc(OC)cc2)=[N+]1[O-] (configuration not stated)
 : -0.9	4	-3
> Cc1ccc2c(CC(=O)O)coc2c1
 : -1.3	-7	14
> CCn1cc(C(=O)C(F)(F)F)c2ccccc21
 : -1.0	-14	17
> CCCCn1c(N)c(N(CCOC)C(=O)c2cccc(S(=O)(=O)N3CCCCCC3)c2)c(=O)[nH]c1=O
 : -1.1	-11	14
> CCCN1CNC(=S)N(Cc2ccccc2)C1
 : 0.0	0	13
> COc1ccccc1-n1cnc2cc(C(=O)NCCCN3CCOCC3)ccc21
 : x	-9	-2
> FC(F)(F)c1cc(-c2ccco2)nc(N2CCN(c3ccccc3)CC2)n1
 : -0.5	-6	9
> CC(=O)c1c(C(=O)O)[nH]c(C(=O)O)c1C
 : 1.3	-14	16
> S=C(Nc1ccc(Nc2ccccc2)cc1)NN1CCOCC1
 : 2.2	16	6
> COc1ccc(N2C(=O)C3CCCN3C2=O)cc1 (configuration not stated)
 : -0.7	-16	19

# (further entries)
# The line under a structure holds: STK33 kinase inh	OX1R antag-1	OX1R antag-2
> COc1ccc(-c2noc(-c3ccoc3C)n2)cc1
 : 0.2	-13	15
> CC1CC(C)CN(C(=O)C2CCCN(c3ncnc4c3nc3n4CCCCC3)C2)C1 (configuration not stated)
 : 5.9	-37	10
> COc1ccc(NC(=O)C2C3C=CC4(O3)C2C(=O)N(CCN2CCCCC2)C4C(=O)NC2CCCCC2)cc1 (configuration not stated)
 : 0.0	-20	0
> CC1CCCC(C)N1C(=O)Nc1cccc(Cl)c1 (configuration not stated)
 : -1.1	-1	5
> Cc1cccc(C(=O)C2CCN(S(=O)(=O)c3ccc(C(=O)O)cc3)CC2)c1
 : -1.4	-20	14
> COc1ccc(Cl)cc1N(C(=O)c1ccco1)C(C(=O)NC1CCCC1)c1ccncc1 (configuration not stated)
 : -1.3	-10	3
> Cc1ccc(S(=O)(=O)N(C)C)cc1NC(=O)CN1C(=O)NC(Cc2c[nH]c3ccccc23)C1=O (configuration not stated)
 : x	-8	17
> Cc1nc(N)sc1-c1csc(Nc2cccc(O)c2)n1
 : 4.1	11	13
> O=C(COC(=O)c1c[nH]c2ccccc12)Nc1ccc([N+](=O)[O-])cc1
 : -0.7	4	14
> O=C(COC(=O)c1ccc(F)cc1)NCCc1ccc(F)cc1
 : x	-10	19

# Remaining list, next part
# The line under a structure holds: STK33 kinase inh	OX1R antag-1	OX1R antag-2
> Cc1ccc(-c2nnc(SCC(=O)N3CCCc4ccccc43)n2N)cc1
 : -0.7	-15	9
> CCOC(=O)c1c(NC(=O)c2cccc([N+](=O)[O-])c2C(=O)O)sc2c1CCCC2
 : -1.0	-7	0
> Cc1ccc(C(c2nnnn2CC2CCCO2)N2CCN(C)CC2)cc1 (configuration not stated)
 : -2.9	-6	-4
> O=C(NCc1ccccc1CN1CCCC1)c1ccc(OCc2cscn2)cc1
 : 0.0	-30	0
> CCOc1ccc(NC(=O)c2cccnc2Cl)c([N+](=O)[O-])c1
 : x	-11	27
> COc1ccc(S(=O)(=O)N(C)C)cc1NCC(=O)Nc1ccc(Br)cc1F
 : -0.2	7	35
> Cn1c(SCC(=O)N2c3ccccc3Sc3ccc(Cl)cc32)nnc1-c1ccco1
 : -1.4	-19	19
> Cc1nn2c3ccccc3n(C)c2nc1=O
 : 0.6	-9	11
> CC(C)=CCN1CCN(Cc2cccn2-c2nccs2)CC1CCO (configuration not stated)
 : x	-3	6
> COCC(C)NC(=S)NC(=O)c1cc(S(=O)(=O)N2CCOCC2)ccc1C (configuration not stated)
 : 0.1	-27	35

# Other entries
# The line under a structure holds: STK33 kinase inh	OX1R antag-1	OX1R antag-2
> COc1ccc(NS(=O)(=O)c2cccc(C(=O)NN=Cc3ccc(OC)c(O)c3)c2)cc1
 : -1.2	-5	5
> c1ccc2c(C3CCO3)cccc2c1 (configuration not stated)
 : -2.7	-12	3
> CC(NC(=O)c1ccc(N(C)C)c([N+](=O)[O-])c1)c1ccc(-n2ccnc2)cc1 (configuration not stated)
 : -0.5	-16	29
> COc1ccc(C2C=C(c3ccc(Br)s3)Nc3ncnn32)cc1OC (configuration not stated)
 : 2.0	4	31
> CCOC(=O)c1sc(NC(=O)c2sccc2C)cc1C
 : 1.4	-19	42*
> CC(C)Cc1cc(CN2CCCC(CO)(Cc3cccc(Cl)c3)C2)[nH]n1 (configuration not stated)
 : -0.7	-23	11
> Cc1[nH]c2ccccc2c1C(=O)CSc1ccc(F)cc1
 : -1.5	-5	15
> CC1CCN(C(=O)c2ccccc2NC(=O)Nc2ccccc2)CC1
 : 0.6	-25	27
> COC(=O)c1ccccc1NC(=O)COC(=O)/C=C/c1ccco1
 : -1.3	-16	30
> COc1cc(OC)cc(C(=O)OCC(=O)NCc2ccco2)c1
 : 1.8	-7	0

# (listing goes on)
# The line under a structure holds: STK33 kinase inh	OX1R antag-1	OX1R antag-2
> Cc1ccc2c(c1)N(Cc1ccc3c(c1)OCO3)C(=O)C(C)O2 (configuration not stated)
 : -0.4	-34	10
> CCc1ccccc1NC(=O)C1CCN(C(=O)c2ccc([N+](=O)[O-])cc2)CC1
 : -2.7	-6	25
> O=C(/C=C/c1c(F)cccc1Cl)NCc1ccc2c(c1)OCO2
 : -0.3	-22	7
> CNc1nc(Sc2cccc(C(F)(F)F)c2)cc(C(F)(F)F)n1
 : -1.4	-13	14
> CCOc1ccccc1N(CC(=O)NCc1ccncc1)S(=O)(=O)c1ccccc1
 : 1.1	-31	13
> COc1cc2c3nnc(-c4ccc(F)cc4)c-3cn(Cc3cccc(C)c3)c2cc1OC
 : -0.6	-26	8
> CCOn1c(=O)c(-c2cccc3ccccc23)[n+]([O-])c2ccccc21
 : 1.7	-9	32
> Cc1nn(C)c(Oc2ccccc2)c1CCNS(=O)(=O)c1ccc(Cl)cc1
 : 0.5	-9	24
> Cc1cccc(N(C(=O)c2csnn2)C(C(=O)NC(C)(C)C)c2cccnc2)c1 (configuration not stated)
 : x	-16	16
> CCc1cccc(NC(=O)CCS(=O)(=O)c2cc3c(cc2C)NC(=O)CO3)c1
 : -0.5	-9	8

# Remaining list, next part:
# The line under a structure holds: STK33 kinase inh	OX1R antag-1	OX1R antag-2
> CCc1cc(Cn2nc(-c3ccccc3)cc2C(=O)NCc2cccs2)on1
 : 0.0	42	50
> CCOc1ccc(OC(=O)C(CCS(C)(=O)=O)N2C(=O)c3ccccc3C2=O)cc1 (configuration not stated)
 : -1.9	-28	7
> Cc1nc2cccc(C(=O)NCc3ccccc3)c2o1
 : -1.7	-19	19
> Nc1c(C(=O)CSc2ccccn2)c(=O)[nH]c(=O)n1C1CC1
 : -0.9	-5	-6
> CC(=O)NS(=O)(=O)c1ccc(N2C(=O)c3ccccc3C2=O)cc1
 : -4.2	-12	18
> C/C(=N\NC(=O)c1ccc(CSc2cccc3cccnc23)cc1)C1CCCCC1
 : -0.1	-27	12
> COc1ccc(N(CC(=O)NCc2ccco2)S(=O)(=O)c2ccc(C)cc2)cc1
 : -0.1	-31	14
> COc1ccccc1-c1cc(-c2ccccc2)nc(=O)[nH]1
 : 0.0	-10	-3
> O=C(NCc1ccc(-c2csnn2)cc1)c1cc(Cl)cc(Cl)c1
 : -1.2	-23	4
> Nc1ccc2nc(SCC(=O)N3CCN(c4ccccc4)CC3)sc2c1
 : -0.7	-26	1

# Other compounds:
# The line under a structure holds: STK33 kinase inh	OX1R antag-1	OX1R antag-2
> CCOc1ccccc1N(CC(=O)O)S(=O)(=O)c1ccc(C)cc1
 : -1.6	7	20
> O=C(COc1ccc2cc(Br)ccc2c1)N1CCCC1
 : -1.7	-14	11
> CCCCc1[nH]nc2c1C1(C(=O)N(CC)c3ccccc31)C(C#N)=C(N)O2 (configuration not stated)
 : -1.6	-20	13
> N/C(=N\OC(=O)C1CC1)c1ccc([N+](=O)[O-])s1
 : -0.6	-13	56*
> CC(=O)Nc1ccc(N2CCCCC2)cc1
 : -1.6	2	16
> CN(C)CCCN(C(=O)c1ccc(S(=O)(=O)N2CCc3ccccc3C2)cc1)c1nc2ccc(F)cc2s1
 : -0.6	-7	19
> COc1ccc(CN(C(=O)/C=C/c2ccccc2Cl)C2CCS(=O)(=O)C2)cc1 (configuration not stated)
 : -1.8	-20	12
> Cc1c(-c2ccccc2)[n+](=O)c2c(n1[O-])CCCCC2
 : -0.8	-3	12
> Cc1cc(NC(=O)c2ccc(Cl)cc2Cl)n(-c2ccccc2)n1
 : 0.0	2	3
> Cc1cc(C(=O)N/N=C/c2cccnc2)cs1
 : -2.1	-5	1

# Other structures follow:
# The line under a structure holds: STK33 kinase inh	OX1R antag-1	OX1R antag-2
> CNC(=S)NNC(=O)c1sccc1OCc1ccc(Cl)cc1Cl
 : 0.1	0	9
> Cc1ccccc1-c1nc(CS(=O)(=O)CC(=O)NCCCN2CCCC2=O)c(C)o1
 : -0.9	-31	15
> Cc1ccc(NC(=O)CNC(=O)Cc2cccc3ccccc23)c(O)c1
 : -1.0	-16	28
> Cc1cccc(OC(=O)c2sc3ncn(C)c(=O)c3c2C)c1
 : 0.0	-19	34
> O=C(C1CCCN(Cc2cccc(F)c2)C1)N1CCCCC1 (configuration not stated)
 : -0.8	-9	11
> NC(=O)CNC(=O)[C@@H]1CC2(CC(c3ccc(Cl)cc3)=NO2)CN1C(=O)c1ccc(Br)cc1 (some centres not stated)
 : -1.2	-20	4
> O=C(Nc1ccccc1-c1nnn(CC(=O)N2CCc3ccccc3C2)n1)C1CCC1
 : -2.2	-40	32
> O=C(NC1CCCCCCC1)c1cccc(Cl)c1
 : 0.1	-33	3
> O=C(CNCCC1=CCCCC1)Nc1ccccc1N1CCCCCC1
 : -2.9	-15	12
> COc1ccc(N/N=C(/C(C)=O)N2CCCc3ccccc32)cc1
 : -0.5	-31	10

# The list continues.
# The line under a structure holds: STK33 kinase inh	OX1R antag-1	OX1R antag-2
> COc1cccc(-c2ccc(=O)n(CC(=O)Nc3ccc(S(=O)(=O)NCC(C)C)cc3)n2)c1
 : 0.3	-14	16
> CC[C@@H](C)[C@@H]1CN([C@@H](CN2CCC[C@H]2CN2C(N)=NC[C@H]2C(C)C)C(C)C)C(=N)N1CCCC1CCCC1
 : -2.5	-4	-3
> COc1cc(/C=C2\C=CC(=O)O2)cc(OC)c1
 : -0.7	-1	-7
> COc1ccc(-n2c(-c3ccc(OC)c(OC)c3)n[nH]c2=S)cc1
 : -1.7	-3	46
> COC(=O)CSc1nc(N)nc(C)c1Br
 : -2.0	-17	15
> Cc1cc2n(n1)C(c1cn(-c3ccccc3)nc1C)Nc1ccccc1-2 (configuration not stated)
 : -0.6	2	-2
> O=[N+]([O-])c1cc(C(F)(F)F)ccc1Sc1ccccn1
 : -2.6	-6	14
> CCCN1CCC(=O)N([C@H](COc2ccccc2)CC(C)C)CC1
 : 1.7	-22	16
> Cn1c(C(=O)NCCN2CCc3ccccc3C2)cc2c(=O)n(C)c3ccccc3c21
 : 1.7	-27	13
> O=C(Nc1ccccc1C(=O)N1CCCC1)c1ncoc1-c1cccc(Cl)c1
 : -0.6	-43	20

# Next part.
# The line under a structure holds: STK33 kinase inh	OX1R antag-1	OX1R antag-2
> CCCCOc1cccc(C2(C(=O)O)CCCC2)c1
 : -0.5	-18	21
> Cc1ccc(CNC(=O)Cn2c(=O)c3sccc3n(Cc3ccc([N+](=O)[O-])cc3)c2=O)cc1
 : -0.6	-11	12
> Cc1ccccc1-c1nc(CN2CCCC2c2ccc(F)cc2)c(C)o1 (configuration not stated)
 : -1.7	-17	14
> Cc1nnc(N2CCOCC2)c2nn(-c3ccccc3)c(C)c12
 : -2.2	1	15
> Cc1cc(C(=O)CN2C(=O)C(=O)N(Cc3ccccc3)C2=O)c(C)n1-c1ccc2c(c1)OCCO2
 : 3.7	-13	10
> COc1cccc(COC(=O)CCNC(=O)c2ccc(Br)cc2)c1OC
 : 0.2	-24	24
> Cc1ccc(CN2[C@@H](c3ccccc3)COCCS2(=O)=O)cc1
 : 1.9	-32	43
> COCCNC(=S)N=Nc1c(O)[nH]c2c(C)cc(C)cc12
 : 1.8	-9	16
> O=C(Nc1ccc2c(c1)OCCO2)NC12CC3CC(CC(C3)C1)C2
 : -0.6	-11	4
> COC(=O)C(Cc1ccc(O)cc1)NC(=O)CCNC(=O)c1ccco1 (configuration not stated)
 : 0.7	-2	11

# Following part
# The line under a structure holds: STK33 kinase inh	OX1R antag-1	OX1R antag-2
> COCC(=O)n1nc(-c2ccc(Cl)cc2)nc1NCc1ccc(F)cc1
 : -2.3	-15	5
> CCN1C(=O)/C(=C/N2CC(C)CC(C)C2)SC1=S (configuration not stated)
 : 0.6	-29	34
> COC(=O)c1ccc(CNC(=O)COC(=O)CCN2C(=O)C3CC=CCC3C2=O)cc1 (configuration not stated)
 : -2.0	-8	20
> CC(=O)c1cccc(CN2CCCC(C(=O)Nc3cccc(-n4cccn4)c3)C2)c1 (configuration not stated)
 : -0.2	-36	17
> CCOC(=O)N1CCC(c2nc(C)sc2C(=O)O)CC1
 : 0.1	4	1
> COc1ccc(S(=O)(=O)N2CCOCC2)cc1C(=O)Nc1ccon1
 : -5.4	-18	2
> O=C(Nc1cccc(S(=O)(=O)N2CCOCC2)c1)C1CCN(S(=O)(=O)c2ccccc2)CC1
 : 0.7	2	1
> O=C(Nc1nc2ccsc2c(=O)s1)c1ccc(Cl)cc1
 : -0.6	4	-2
> CN(C)CCCN(Cc1ccccc1)C(=S)Nc1ccc(F)c(Cl)c1
 : 0.1	-11	7
> O=[N+]([O-])c1cc([N+](=O)[O-])c(Oc2cc(F)cc(F)c2)cc1NN1CCCCC1
 : 0.3	0	3
> O=C(Oc1cccnc1)c1cc(S(=O)(=O)N2CCCCC2)ccc1Cl
 : 2.3	-13	10
> COc1ccc(CN2CCN(C(=O)c3cccnc3)CC2)cc1Br
 : -1.3	-3	11
> CCN(CC)S(=O)(=O)N1CCC(C(=O)NCCC2=CCCCC2)CC1
 : -2.3	-14	28
